MCF10A rerep – DNA re-replication induction in MCF 10a cells; MCF 10A DNA re-replication, Hoechst nuclear intensity, 48 h; Potency, µM (series often up to 46.1 µM), without a hit: top-dose activity, positive = re-replication, usual class: activators; hit rate 2.9% among 350,000; note: % of control where 0% means no effect; nearly all actives have a fitted effect of over 50% in size
Nrf2 activator – Nrf2 pathway activation; AREc32 ARE-luciferase reporter (MCF7-derived line), luminescence, 24 h; hit rate 0.31% among 410,000; Potency, µM (series often up to 46.1 µM), for inactives: at the highest dose activation, usual class: activators; note: % of control where 0% means no effect; nearly all actives have a fitted effect of over 65% in size
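AREc32 cells carrying an ARE-driven firefly luciferase reporter were seeded at 1000 cells/well in OPTI-MEM with 5% FBS, then exposed to compound for 24 hr at 37 deg C. Luminescence was read with Steady-Glo after 30 min at RT.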
ATXN2 expr inh – inhibitors of ATXN2 expression | hit rate 0.72% among 360,000 | Potency, µM (series often up to 57 µM), without a hit: top-dose activity change, negative = inhibition, actives largely listed as inhibitors | HEK-293 ATXN2-luciferase reporter, luminescence, 24 h; note: % is set by controls: 0 for no effect and ±100 for the full control effect; nearly all actives have a fitted effect of over 55% in size
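qHTS (up to 57 uM final) was run with 24 h compound exposure of reporter cells at 37 °C. Each well was multiplexed: SteadyGlo luminescence measured ATXN2-luciferase expression after a fluorogenic Gly-Phe-AFC viability readout (25 uM final).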
S2 tox – reduces viability in counter-screen for ATXN expression inhibitors; S2 cells (HEK-293 line with an ATXN2-luciferase reporter) viability, CellTiter-Fluor protease fluorescence, 24 h; hit rate 0.49% among 400,000; AID 651635; Potency, µM (titrated, usually from 56.7 µM), usual class: cytotoxic; note: nearly all actives have a fitted effect of over 40% in size
Nrf2 block – inhibitors of Nrf2 signaling; A549 ARE-Fluc reporter, luciferase luminescence, 18-24 h; Potency, µM (doses to about 46 µM), for inactives: at the highest dose activity change, negative = inhibition, hits mostly inhibitors; hit rate 2.1% among 360,000; note: % is set by controls: 0 for no effect and ±100 for the full control effect; nearly all actives have a fitted effect of over 60% in size
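A549 ARE_Fluc cells (5000/well, 5% FBS OPTI-MEM) pre-incubated 2 h, then treated with compounds 18-24 h at 37C/5% CO2 in concentration-response. CellTiter-Fluor viability read first; BugLite luciferase luminescence after 15 min at room temperature gives Nrf2 activity.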
HepG2 tox – counter-screen for TGF-b inhibitors: cytotoxicity in HepG2 cells; Potency, µM (titrated, usually from 46.1 µM), for inactives: top-dose activity change, negative = cytotoxicity, actives largely listed as cytotoxic; hit rate 0.76% among 410,000; AID 588856; HepG2 CAGA-GFP viability, ATP luminescence, 18 h; note: some results filed as inactive show a strong effect at the top dose
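HepG2 CAGA-GFP cells (1000/well, DMEM with 1% FBS) received compound, then TGF-beta at 500 pg/mL final, and were incubated 18 hours at 37 degrees C. Viability was read by CellTiter-Glo luminescence. Media-only wells were set as complete cell-killing and DMSO as no toxicity.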
EPAC2 antag – antagonists of human EPAC2; AID 720708; hit rate 0.18% among 360,000; Q8WZA2; EPAC2 GEF exchange of Rap1B-BODIPY-GDP, fluorescence; Potency, µM (titrated, usually from 114 µM), inactives show at the highest dose activity, negative = inhibition, usual class: inhibitors; note: % is set by controls: 0 for no effect and ±100 for the full control effect; nearly all actives have a fitted effect of over 45% in size; many of its hits are not listed in these tables
Target sequence (Q8WZA2 whole entry, looked up): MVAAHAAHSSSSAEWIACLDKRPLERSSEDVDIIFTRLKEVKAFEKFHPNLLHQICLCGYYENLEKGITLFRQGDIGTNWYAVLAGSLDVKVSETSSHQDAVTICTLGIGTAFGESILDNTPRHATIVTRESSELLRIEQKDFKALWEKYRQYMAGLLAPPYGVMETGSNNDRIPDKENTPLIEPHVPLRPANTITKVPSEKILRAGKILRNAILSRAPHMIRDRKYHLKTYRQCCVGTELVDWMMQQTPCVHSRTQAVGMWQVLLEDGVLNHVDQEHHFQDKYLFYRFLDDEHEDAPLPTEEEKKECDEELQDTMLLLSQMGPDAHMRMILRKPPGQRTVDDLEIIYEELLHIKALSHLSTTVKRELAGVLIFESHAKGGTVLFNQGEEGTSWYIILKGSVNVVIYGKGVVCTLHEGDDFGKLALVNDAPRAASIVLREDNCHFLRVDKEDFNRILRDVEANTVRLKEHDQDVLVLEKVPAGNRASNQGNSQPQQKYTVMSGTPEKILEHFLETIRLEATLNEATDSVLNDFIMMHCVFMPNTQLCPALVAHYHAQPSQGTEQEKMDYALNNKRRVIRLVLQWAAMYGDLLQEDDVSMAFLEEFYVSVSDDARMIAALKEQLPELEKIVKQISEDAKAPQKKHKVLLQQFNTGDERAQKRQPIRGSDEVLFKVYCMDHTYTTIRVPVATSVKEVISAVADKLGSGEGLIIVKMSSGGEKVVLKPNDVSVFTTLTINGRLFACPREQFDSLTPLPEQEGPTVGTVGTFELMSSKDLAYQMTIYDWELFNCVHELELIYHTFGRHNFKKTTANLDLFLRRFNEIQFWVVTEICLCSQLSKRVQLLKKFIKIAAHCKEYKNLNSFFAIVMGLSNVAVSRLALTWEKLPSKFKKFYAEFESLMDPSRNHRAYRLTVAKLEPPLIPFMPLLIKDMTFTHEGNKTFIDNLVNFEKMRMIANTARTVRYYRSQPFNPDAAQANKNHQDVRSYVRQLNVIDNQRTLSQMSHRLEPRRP
A549 viability – kills or reduces viability of A549 cells in Nrf2 counter-screen; A549 ARE-Fluc cells, CellTiter-Fluor viability, 18-24 h; Potency, µM (doses to about 46 µM), inactives show at the highest dose activity change, negative = cytotoxicity, most hits filed as inhibitors; hit rate 0.16% among 390,000; AID 504648; note: % is set by controls: 0 for no effect and ±100 for the full control effect
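Cytotoxicity counterscreen: CellTiter-Fluor fluorescence was measured in A549 ARE_Fluc cells after 18-24 h of compound exposure in a concentration series. The subsequent BugLite luminescent read reports ARE-luciferase activity.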
TGFb SMAD3 inh – inhibitors of TGF-b signaling; Potency, µM (series often up to 46.1 µM), for the others: at the highest dose activity, negative = inhibition, usual class: inhibitors; AID 588855; HepG2 CAGA-GFP TGF-b/SMAD3 reporter, GFP fluorescence, 18 h; TGF-beta stimulated, 500 pg/mL final; hit rate 1.2% among 410,000; note: % is set by controls: 0 for no effect and ±100 for the full control effect; nearly all actives have a fitted effect of over 65% in size
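HEPG2 CAGA-GFP cells (1000/well, DMEM with 1% FBS) were pre-incubated 2 h at 37 degrees C, given compound by pin tool, then stimulated with TGF-beta at 500 pg/mL final for 18 h before per-cell GFP fluorescence imaging.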
The depositor's hits bear a star; i = inactive; ? = inconclusive; / = not tested or not shown; [ ] = another dose, or the depositor's remark. Calls come from the whole dose curve; as a rule, active = well fitted curve in the direction sought with a large enough effect; inconclusive = small, poorly fitted or top-dose-only effect, or another doubt; inactive = no such curve, though single readings can be large; an effect the other way counts as inactive or inconclusive. Potency is the fitted concentration of half-maximal effect. Only part of the results is shown; count on the stated rates, not on these rows.

SMILES	MCF10A rerep	Nrf2 activator	ATXN2 expr inh	S2 tox	Nrf2 block	HepG2 tox	EPAC2 antag	A549 viability	TGFb SMAD3 inh
O=C(NCCOc1ccccc1F)C1CC(=O)N(c2ccc3c(c2)OCCO3)C1 (configuration not stated)	-2%	0.4%	0%	i	-6%	6%	2%	0%	0%
CCn1c2c(c(=O)n3ncc(C(=O)Nc4ccc(C(=O)OC)cc4)c13)CN(Cc1ccc(OC)cc1)CC2	/	0.0%	7%	?	/	-33%	/	0%	?
N=c1c[n+](N2CCOCC2)[n-]o1	10%	-0.6%	-3%	i	1%	-13%	-9%	0%	-4%
CC(C)Oc1ccc(/C=C(\NC(=O)/C=C/c2ccco2)C(=O)NCCc2nc3ccccc3[nH]2)cc1	7%	3.2%	9%	i	13%	-1%	0%	0%	-15%
CCc1ccc2occ(CC(=O)Nc3c(C(=O)c4ccc(C)cc4)oc4ccccc34)c2c1	/	0.7%	7%	i	-2%	1%	/	6%	-4%
CCOc1ccc(-n2c(=O)c3c4c(sc3n(CC(=O)NC(C)CC)c2=O)CCCC4)cc1 (configuration not stated)	/	-0.6%	-4%	i	-4%	1%	/	-7%	0%
O=C(COC(=O)c1ccco1)Nc1ccc2c(c1)OCCO2	1%	-0.4%	-4%	i	?	-4%	-1%	0%	11%
Cc1c(C(=O)N(Cc2ccc(N(C)C)cc2)CC2CCCO2)oc2ccc(Cl)cc12 (configuration not stated)	/	0.6%	/	/	?	-22%	/	-22%	?
Cc1cc2nc3c(=O)n(Cc4ccccc4)c(=O)[nH]c3nc2cc1N	12%	0.5%	-2%	/	?	-34%	91%[activator]	11%	121%[activator]
CC(C)Oc1ccc(CNC(=O)c2ccc3c(c2)nc2n3CCCCC2)cc1	/	3.8%	/	/	/	-1%	/	1%	-20%
Cn1c(CNC(=O)c2ccc(Cl)cc2)nnc1SCC(=O)N1CCOCC1	1%	0.2%	-4%	i	15%	-40%	-1%	2%	0%
CCc1nn(-c2ccccc2)c2c1-c1cc(OC)c(OC)cc1C1(N2)C(=O)Nc2ccccc21 (configuration not stated)	21µM*	2.5%	2%	?	-16%	6%	6%	-3%	-5%
COC(=O)c1ccc(/C=N\NC(=O)c2ccc(C)cc2Cl)cc1	-24%	-0.2%	-4%	i	-18%	2%	1%	-5%	-13%
COc1ccc(CCNC(=O)c2cc(=O)[nH]c3ccccc23)cc1	8%	-0.4%	35%	i	1%	2%	-2%	2%	9%
CCCCCC(=O)Nc1cccc(C2=NOC3(C2)C[C@H](C(N)=O)N(C(=O)CCCCC)C3)c1 (some centres not stated)	-4%	0.0%	-9%	i	-1%	-26%	-8%	-2%	-2%
COc1ccc(N2C(=O)C3CCCN3C2c2cccc(C)c2)cc1 (configuration not stated)	7%	0.2%	10%	i	5%	2%	4%	0%	30%
COc1ccccc1C1C(C#N)=C(N)N(c2cccnc2)C2=C1C(=O)CC(C)(C)C2 (configuration not stated)	-1%	4.7%	-4%	i	20%	-10%	14%	-4%	-11%
O=C(NCCN1CCOCC1)Nc1ccc(F)cc1	-1%	-0.4%	-4%[11.3 µM]	i	7%	1%	6%	-6%	-3%
CCOCCCNS(=O)(=O)c1cc(Br)cc2c1N(C(=O)C1CC1)CC2	6%	-0.3%	9%	i	-2%	2%	6%	0%	?
COc1ccc(C2c3ccc(O)cc3Oc3ncn4nc(-c5ccco5)nc4c32)cc1OC (configuration not stated)	?	-0.7%	1%	i	-3%	-14%	?	-2%	5%

Rewritten with values under each structure: part of the list above.
Values in the order – MCF10A rerep, Nrf2 activator, ATXN2 expr inh, S2 tox, Nrf2 block, HepG2 tox, EPAC2 antag, A549 viability, TGFb SMAD3 inh
O=C(NCCOc1ccccc1F)C1CC(=O)N(c2ccc3c(c2)OCCO3)C1 (configuration not stated)
    -2%, 0.4%, 0%, i, -6%, 6%, 2%, 0%, 0%
CCn1c2c(c(=O)n3ncc(C(=O)Nc4ccc(C(=O)OC)cc4)c13)CN(Cc1ccc(OC)cc1)CC2
    /, 0.0%, 7%, ?, /, -33%, /, 0%, ?
N=c1c[n+](N2CCOCC2)[n-]o1
    10%, -0.6%, -3%, i, 1%, -13%, -9%, 0%, -4%
CC(C)Oc1ccc(/C=C(\NC(=O)/C=C/c2ccco2)C(=O)NCCc2nc3ccccc3[nH]2)cc1
    7%, 3.2%, 9%, i, 13%, -1%, 0%, 0%, -15%
CCc1ccc2occ(CC(=O)Nc3c(C(=O)c4ccc(C)cc4)oc4ccccc34)c2c1
    /, 0.7%, 7%, i, -2%, 1%, /, 6%, -4%

(continued)
SMILES	MCF10A rerep	Nrf2 activator	ATXN2 expr inh	S2 tox	Nrf2 block	HepG2 tox	EPAC2 antag	A549 viability	TGFb SMAD3 inh
COc1cc2c(=O)[nH]c3cc([N+](=O)[O-])ccc3c2cc1[N+](=O)[O-]	/	10%	/	i	/	-2%	-7%	/	3%
COc1ccc(CCNC(=O)COc2ccc(S(=O)(=O)NC3CCCCC3)cc2Cl)cc1OC	0%	3.1%	1%	i	-21%	-23%	-9%	-2%	?
CC(C)CC1C(=O)N(Cc2cn(CC3CCCCC3)nn2)CCS(=O)(=O)N1Cc1ccc(-c2ccncc2)cc1 (configuration not stated)	/	0.9%	7%	?	/	-35%	-11%	/	3%
O=C(Cn1nc(Br)nc1Br)c1ccccc1	?	2.7%	-14%	i	?	-28%	9%	6%	-11%
COc1ccc(-c2ccc(Nc3ccc(S(=O)(=O)N4CCCC4)cc3)nn2)cc1OC	8%	0.4%	-30%	i	/	-26%	-10%	-19%	-13%
CCc1ccc(NC(=O)CCS(=O)(=O)c2cccc3nsnc23)cc1	9%	0.9%	15%	i	18%	-9%	-7%	1%	0%
COc1cccc2c(N/N=C/c3ccccc3)cc(C)nc12	4%	2.3%	-35%	i	0%	33%	?	0%	2%
CC(NC(=S)NCc1ccccc1)C12CC3CC(CC(C3)C1)C2 (configuration not stated)	13%	0.0%	2%	i	-3%	-1%	-3%	2%	-7%
Cc1ccc(NS(=O)(=O)c2ccc(N/N=C/c3ccccc3OCC(=O)O)c([N+](=O)[O-])c2)c(C)c1	7%	-0.2%	-12%	i	5%	-1%	16%	-7%	-11%
CCOC(=O)C1CCCN(C(=O)c2cccc(S(=O)(=O)N(Cc3ccccc3)c3ccccc3OC)c2)C1 (configuration not stated)	?	0.2%	-7%	i	-2%	17%	-17%	-1%	-6%
Cc1ccc(O/C=C2\OC(=O)c3ccccc32)cc1	2%	0.0%	-14%	?	-11%	2%	-1%	4%	-1%
CC(=O)Nc1ccc(CN2CCCCCC2)cc1	-10%	0.1%	/	i	4%	-12%	2%	5%	18%
Cc1cccc(-c2noc(CCC(=O)N3CCN(c4cc(C)ccc4C)CC3)n2)c1	?	3.8%	42%[activator]	i	?	-58%	-15%	3%	?
COc1cccc(C(=O)N2CCCC(CCC(=O)NCc3ccc(F)c(F)c3)C2)c1 (configuration not stated)	1%	-0.3%	4%	i	3%	-30%	-2%	0%	13%
COc1ccc(C2C(C(=O)Nc3cccnc3)=C(C)Nc3nc(-c4cccs4)nn32)cc1 (configuration not stated)	3%	3.1%	0%	i	6%	0%	11%[57.1 µM]	21%	14%
COc1ccc(NC(=O)CCn2c(=O)c3cccn3c3cccnc32)c(OC)c1	/	7.3%	/	/	-7%	3%	/	2%	-3%
Cn1c(C(=O)N2CCN(c3ccccn3)CC2)cc2ccccc21	3%	0.5%	/	i	0%	4%	-7%	5%	11%
COC(=O)CN=Cc1c(C)[nH]n(-c2ccccc2)c1=O	-3%	0.2%	/	i	3%	-2%	14%	5%	8%
CC(=O)N1CCCc2cc(S(=O)(=O)N3CCC(C(=O)Nc4c(C)cccc4C)CC3)ccc21	/	2.9%	-12%	i	/	-29%	/	8%	?
Cc1cc(N2CCCCC2C)nc(-c2ccccc2O)n1 (configuration not stated)	18%	1.5%	3%	i	-2%	-25%	-27%	7%	-34%
Cc1ccc(C2=NC3(CCCCC3)NC2=S)cc1	4%	0.4%	12%	i	-17%	13%	-10%	-2%	0%
CN1OC(COC(=O)c2ccccc2)CC1c1ccccc1 (configuration not stated)	0%	-0.2%	18%	i	?	5%	2%	3%	-23%
COc1ccc(/C(O)=C/C(=O)C(=O)NNC(=O)C(O)(c2ccccc2)c2ccccc2)cc1	0%	-0.3%	-3%	i	/	-18%	1%	-3%	?
Cc1cccc(CN2C(=O)CCSc3ccc(Cl)cc32)c1	20%	-0.1%	-11%	i	-17%	-47%	-14%	0%	-3%
CCOC(=O)c1cc(C)sc1N1C(=O)C2C3C=CC(C3)C2C1=O (configuration not stated)	18%	0.1%	1%	i	3%	-5%	-4%	1%	-8%
O=C(CCc1ccccc1)NNC(=O)c1ccc(NC(=O)c2ccccc2)cc1	0%	-0.3%	-21%	i	-3%	1%	3%	-8%	-9%
COc1ccc(CNC(=O)N2CCN(C(=O)c3ccccc3)CC2)cc1	0%	1.8%	0%	i	9%	-14%	1%	3%	0%
CN(CCc1ccccn1)C(=O)Nc1cccc(Cl)c1	4%	-0.6%	-5%	i	1%	1%	-29%	3%	24%
COCCNC(=O)CN1CCN(S(=O)(=O)c2ccc3c(c2)CCCC3)CC1	0%	-0.4%	/	i	-29%	-9%	-4%	-1%	-7%
Cc1cc(C)cc(NC(=O)COC(=O)CCCNC(=O)c2ccc(Cl)cc2)c1	-5%	-0.6%	23%	i	14%	-14%	3%	-3%	2%
O=C(Cc1ccccc1)NCCSC1CCCCC1	2%	2.4%	/	i	2%	-6%	-4%[57.1 µM]	2%	-10%
CCN(c1cccc(C)c1)S(=O)(=O)c1csc(C(N)=O)c1	-2%	0.2%	13%	i	7%	13%	1%	0%	10%
COc1ccc(NC(=O)C2CC(=O)N(CCc3ccc(Cl)cc3)C2)cc1 (configuration not stated)	-1%	-0.5%	-5%	i	-30%	4%	1%	0%	3%
O=C(Nc1ccc(Oc2cccnc2)cc1)c1ccccc1Cl	3%	1.8%	-15%	i	-13%	-19%	-6%	1%	-11%
COc1ccccc1NS(=O)(=O)c1ccc(O)cc1	3%	-0.7%	-2%	i	6%	36%	-3%	-5%	0%
CN(C)c1nc(OCCNC(=O)COc2ccc(Cl)cc2Cl)nc(N(C)C)n1	5%	-0.8%	-3%	i	?	-15%	-4%	-10%	-1%
